Source: PubChem
PG9 binder: binds the HIV-1 gp120 antibody PG9; TR-FRET gp120-PG9 antibody binding; inhibition, % at 6.7 µM; actives 0.43% (n = 360,000); AID 624416; in the data active means inhibition above about 8.5%
rCAG binder: molecules binding r(CAG) RNA repeats; r(CAG) RNA repeat, TO-PRO-1 dye displacement fluorescence; inhibition, % at 3 µM; actives 1.3% (n = 370,000); AID 651821;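 active means inhibition above the plate cutoff, the mean of all test compounds on that plate plus 3 SD, cut at about 35% in these data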;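 further: 0% = DMSO alone and 100% = 100 µM mitoxantrone as full dye displacement; higher means more dye released from RNA so lower well fluorescence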
NPR1 activator: GC-A (human) enzyme activation. HEK293 GC-A cells, cGMP TR-FRET, EC30 ANP; 0% at EC30 ANP, 100% saturating ANP. activation, % at 10 µM. actives 0.14% (n = 370,000); in the data active means activation above about 40%
SMARCA2 act: activators of SMARCA2 function; MG213 cells, MMTV-luciferase reporter, dexamethasone, overnight; activation, % at 9.1 µM; actives 1% (n = 370,000); AID 652017; in the data active means activation above about 7.8%;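 further: 0% = vehicle wells and 100% = reference activator wells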
ASAP1 GAP inh: ASAP1 ArfGAP inhibition | actives 0.19% (n = 360,000) | ASAP1-stimulated ARF1 GTP hydrolysis, GDP FP detection | inhibition, % at 16.5 µM | AID 624377 | Q9ULH1; in the data active means inhibition above about 25%;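 further: 0% = vehicle with enzyme and substrate and 100% = no enzyme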
ARFGAP1 inh: inhibits rat ARF GTPase activating protein 1; Arfgap1-stimulated ARF1 GTP hydrolysis, GDP FP detection; actives 0.26% (n = 360,000); inhibition, % at 16.5 µM; Q62848;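 active means inhibition above a per-plate limit, mean inhibition of low control wells plus 3 SD, cut at about 25% in these data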;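 further: 0% = DMSO wells with enzyme and 100% = wells lacking Arfgap1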
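Material: rat Arfgap1 GAP domain (His6, aa 1-136), purified enzyme. Also added: human ARF1(Δ1-17)-GTP substrate. Compound dosing: 16.5 µM single point, 1.26% DMSO. Timing: enzyme reaction 120 min at 25 °C after 20 min preincubation. Signal: GDP detection by fluorescence polarization. Read-out basis: percent inhibition of GAP-stimulated GDP formation, scaled between DMSO and no-Arfgap1 medians.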
mABHD4 FP: inhibitors of mouse ABHD4. purified mABHD4, FP-Rh probe fluorescence polarization. inhibition, % at 8.92 µM. Q8VD66. actives 0.54% (n = 370,000);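 active means inhibition exceeding the mean over every tested compound plus 3 SD, cut at about 30% in these data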;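 further: 0% = plate median of compound wells and 100% = S159A mutant with DMSO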
Target sequence (Q8VD66 whole entry, looked up): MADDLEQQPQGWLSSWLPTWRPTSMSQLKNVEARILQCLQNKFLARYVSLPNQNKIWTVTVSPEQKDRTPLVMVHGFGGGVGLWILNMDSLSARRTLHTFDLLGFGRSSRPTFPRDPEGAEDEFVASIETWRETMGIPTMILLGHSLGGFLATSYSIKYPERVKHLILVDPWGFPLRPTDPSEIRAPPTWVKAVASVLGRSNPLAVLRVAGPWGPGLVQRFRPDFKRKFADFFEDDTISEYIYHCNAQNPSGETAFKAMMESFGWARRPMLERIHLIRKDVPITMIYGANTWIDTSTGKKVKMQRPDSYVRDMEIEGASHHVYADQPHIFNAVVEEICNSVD
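Material: mouse ABHD4 enzyme, wild type; Benchmarks: S159A mutant high control, sample median low control; Buffer or medium: HEPES pH 7.0, NaCl, Pluronic buffer; Signal: fluorescence polarization; Read-out: percent inhibition of probe binding, normalized to plate controls; Timing: pre-incubation 45 min, probe exposure 60 min, at 25 °C; Dosing: 8.92 µM, single dose.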
HTRA1 inh: inhibitors of human serine peptidase HTRA1 | Q92743 | recombinant HTRA1, FP-rhodamine activity-based probe, fluorescence polarization | inhibition, % at 5.96 µM | actives 0.5% (n = 340,000) | AID 504803; in the data active means inhibition above about 36%;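 further: 0% = enzyme with DMSO and 100% = wells lacking enzyme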
Target sequence (Q92743 whole entry, looked up): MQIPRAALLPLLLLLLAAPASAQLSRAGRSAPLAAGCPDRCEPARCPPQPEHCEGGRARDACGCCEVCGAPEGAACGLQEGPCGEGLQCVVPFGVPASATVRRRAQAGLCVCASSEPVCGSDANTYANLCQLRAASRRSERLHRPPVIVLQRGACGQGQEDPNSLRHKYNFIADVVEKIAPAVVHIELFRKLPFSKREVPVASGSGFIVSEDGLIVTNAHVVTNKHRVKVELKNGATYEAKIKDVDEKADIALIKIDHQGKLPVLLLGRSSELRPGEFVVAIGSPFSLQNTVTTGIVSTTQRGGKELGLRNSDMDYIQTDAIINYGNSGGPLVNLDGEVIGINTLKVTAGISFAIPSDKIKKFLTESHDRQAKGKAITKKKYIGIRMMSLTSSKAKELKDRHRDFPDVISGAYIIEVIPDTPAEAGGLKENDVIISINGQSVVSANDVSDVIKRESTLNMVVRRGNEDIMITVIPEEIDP
Rev-erbA mod: modulates human Rev-erb alpha binding to DNA; P20393; Rev-erbα–FITC-DNA binding, fluorescence polarization, 90 min; activity, % at 10 µM; actives 0.79% (n = 370,000);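 active means activity above about 14%, limit read from the data; passing the limit was not always enough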;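 further: 0% = DMSO wells with 35 nM protein and 100% = DMSO wells with 750 nM protein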
GC-B act: GC-B (human) receptor activation; HEK293-GC-B cells, CNP EC30, cGMP TR-FRET; 0% at EC30 CNP, 100% saturating CNP; P20594; activation, % at 10 µM; AID 1920062; actives 0.11% (n = 370,000);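 active means activation at 10 µM reaching about 35% in either raw or pattern-adjusted values, limit read from the data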
Starred values were filed as active, the others as inactive; . = no result given.

canonical_smiles	mABHD4 FP	NPR1 activator	ARFGAP1 inh	GC-B act	SMARCA2 act	ASAP1 GAP inh	PG9 binder	rCAG binder	HTRA1 inh	Rev-erbA mod
CC(NC(=O)CN(Cc1ccccc1)S(=O)(=O)c1ccccc1)c1cccnc1 (centres undefined)	-1	-1	-5	-3	-1	-2	-1.3	2	-8	-1
Cn1c(=O)c2c(nc(N3CCCC3)n2C)n(C)c1=O	3	0	8	1	-1	7	-2.1	-4	9	-5
CC(C)CCOc1ccc(C(=O)C[N+]2(C)CCOCC2)cc1	3	2	-3	3	-2	-2	-0.5	0	-3	-4
CCN(C(=O)COC(=O)CNC(=O)c1sc2ccccc2c1Cl)C1CCCCC1	-1	-4	1	-7	-1	-4	6.1	-2	-25	5
Nc1nc(SCC(=O)N2CCCCCC2)[nH]c(=O)c1NC(=O)c1ccco1	7	4	18	5	-3	4	1.1	1	0	5
Cc1ccc(C(=O)Nc2ccc(SC(F)F)cc2)s1	-11	3	11	-5	-1	5	-1.1	0	-31	-5
Cc1c(Cl)cccc1NC(=O)CS(=O)(=O)c1ccccc1	2	2	-2	2	-2	9	-0.2	-1	-4	1
CCN(C(=O)COC(=O)CCOc1ccc(C(C)(C)C)cc1)c1c(N)n(Cc2ccccc2)c(=O)[nH]c1=O	-1	0	-8	-7	1	13	2.6	1	-1	-8
Nc1nc(-c2cccnc2)nn1C(=O)CCc1ccccc1	5	5	-2	2	-4	3	1.1	-1	7	-7
COc1ccc(CC(=O)NCc2nn(-c3ccccc3)nc2C)cc1OC	-3	5	9	-1	-1	1	-0.5	0	-5	-1
CCOC(=O)N1CCC2(CC1)C(C#N)=C(N)OC1=C2C(=O)CC(C)(C)C1	3	-2	-8	0	0	-6	-0.3	-4	1	5
Cc1ccc(-c2noc(CCC(=O)NCc3ccccc3CN3CCOCC3)n2)cc1	-3	-2	-6	-1	5	-6	-1.0	-4	3	-7
Cc1nc(SCC(=O)N2CCN(c3ccccn3)CC2)c(C#N)c(C)c1C	3	-3	6	0	-3	-9	-0.7	1	-5	-7
C[C@@H]1CN([C@@H](C)CO)C(=O)CCCn2cc(nn2)CO[C@H]1CN(C)C(=O)Nc1ccc2c(c1)OCCO2	6	1	12	3	-4	10	-0.3	0	.	-6
CCOc1ccc(/C=N/n2cnnc2)cc1	0	2	-8	4	-3	-5	1.2	-4	3	1
Cc1ccccc1NS(=O)(=O)c1ccc(OCC(=O)N2CCCC2)cc1	-2	3	15	1	-1	-13	-1.0	-2	5	-2
COc1ccc(C2CC(c3cccs3)=NN2C(=O)COC(=O)C2CCCCC2)cc1OC (centres undefined)	-7	1	3	-2	-2	14	0.6	2	-34	-4
CCNC(=S)Nc1cccc(S(=O)(=O)Nc2ccccc2OC)c1	4	4	-2	-3	-3	-3	0.8	0	0	-2
COc1ccc(CNC(=O)C2CCCN(S(=O)(=O)N3CCC(C)CC3)C2)c(OC)c1 (centres undefined)	-14	0	0	-4	-3	-6	0.7	-5	5	-6
O=C(NC1CC1)C1CCN(c2ccc(S(=O)(=O)N3CCOCC3)cc2Cl)CC1	-2	-2	1	4	-2	-1	0.3	-3	-1	0
CS(=O)(=O)Nc1ccc2c3c(cccc13)CC2	4	-3	-12	-10	0	3	0.6	1	-2	5
O=[N+]([O-])c1ccc(O)c(/C=N/Nc2ccccc2[N+](=O)[O-])c1	2	10	-5	2	0	-5	0.1	6	3	1
CCN1C(=O)c2ccc(C(=O)Nc3c(C)cc(C)cc3C)cc2C1=O	-1	-7	4	-6	-3	-4	-0.5	-6	6	7
CC(=O)N/C(=N/c1nc(C)cc(C)n1)Nc1ccc(C)cc1Cl	-7	-2	-4	-2	1	-12	-1.1	1	-6	3
CC(=O)Nc1ccc(C(=O)Nc2cc(C)on2)cc1	3	-2	-5	2	4	0	-1.6	0	7	-3
CCCC(=O)Nc1cccc(NC(=O)c2ccc(C)c([N+](=O)[O-])c2)c1	-7	0	1	-5	1	18	-0.7	-2	-7	5
CCC1Oc2ccccc2N(CC(=O)N2CC(C)CC(C)C2)C1=O (centres undefined)	-3	-1	5	1	7	2	-2.7	-1	0	4
CCCCN(CCCC)CCCNC(=O)CC1Oc2ccc(C)cc2NC1=O (centres undefined)	4	0	6	1	-2	4	-0.2	-5	-6	-1
CC(C)C(=O)Nc1ccc(N2CCN(C(=O)c3cccs3)CC2)cc1	2	2	3	1	1	-5	-2.7	-4	1	5
O=S(=O)(Nc1n[nH]c(C(F)(F)F)n1)c1ccccc1	-3	2	2	3	3	-4	1.5	-1	3	-3
O=[N+]([O-])c1ccc(N/N=C\c2cccn2-c2ccccc2)nc1	8	-1	-1	-14	1	2	-0.7	12	19	0
COc1cc(CCC(=O)Nc2ccc(S(=O)(=O)N3CCOCC3)cc2)cc(OC)c1OC	4	0	9	3	-2	-1	-1.1	-1	2	-2
Cc1ccc(N(CC(=O)NC2CCCC2)C(=O)CCC(=O)Nc2nccs2)cc1C	2	-1	3	-2	-2	3	-0.5	0	5	-4
CCOC(=O)C1CCN(C(=O)Nc2ccc(C)c(Cl)c2)CC1	-2	1	1	3	-2	-9	-0.7	-4	1	1
COCCN(CCOC)S(=O)(=O)c1ccc(C(=O)Nc2ccc(S(=O)(=O)Nc3nccc(C)n3)cc2)cc1	3	2	-5	-1	0	-5	-1.1	21	0	1
O=C(CSc1c2c(nc3ccc(Cl)cc13)CCCC2)NCc1ccco1	2	-15	9	-4	4	14	-1.0	4	-7	-6
N#Cc1ncn(C2OC(CO)C(O)C2O)c1N (centres undefined)	1	5	-3	0	-4	-4	-2.5	0	6	-3
O=C(CSc1ncnc2c1nnn2-c1ccc(F)cc1)NCc1ccco1	-11	-2	-3	-8	0	-6	0.9	4	-7	-6
CCOc1ccccc1N1CCN(CC(=O)Nc2cc(C)on2)CC1	0	.	-5	.	-2	7	-1.6	-5	8	.
Cc1ccc(NC(=O)c2ccc(CSc3nnnn3C)cc2)cc1	0	-1	8	-3	5	-7	0.4	0	-2	6
COc1cc(C2NC(=O)c3ccccc3O2)ccc1OC(C)C (centres undefined)	-2	-8	-1	0	0	-8	-0.4	-6	-2	1
c1cc(CN2CCN(C3CCCCCC3)CC2)ccn1	17	1	-7	1	0	2	-0.2	-1	2	-1
COc1ccc(-c2nc(-c3ccc(Br)o3)no2)cc1OC	-4	3	-2	-1	0	0	-2.1	3	-4	4
COCCCNC(=O)c1ccc(CS(=O)(=O)c2ccc(OC)cc2)o1	4	3	-9	-2	-2	5	-2.1	-1	3	-8
Cc1ccc(NS(=O)(=O)c2c(C)nc3sccn3c2=O)cc1	-1	-5	6	-7	-2	-3	0.4	3	-2	-4
O=C(CCN1C(=O)c2ccccc2S1(=O)=O)Nc1ccccc1	0	-2	-14	-3	2	-4	-2.0	3	2	-6
O=[N+]([O-])c1ccc(N2CCOCC2)cn1	4	1	-1	-4	-4	-4	-2.6	-1	0	-1
COc1cccc(Cn2c3ccc(NC(=O)Cc4ccccc4C)cc3c(=O)n2C)c1	4	0	1	2	-4	12	-1.4	3	.	-4
CC(=O)c1cccc(NC(=O)N2CCCC2C(=O)NCCC(C)C)c1 (centres undefined)	3	4	-6	-9	-1	-3	0.1	-4	2	-6
CCOC(=O)c1ccc(N2CN(CC)CNC2=S)cc1	-2	-2	-5	3	8	-2	-1.9	-1	-1	0
OC(COc1ccc(C2C=CCC2)cc1)CN1CCCCC1 (centres undefined)	-1	2	-9	-3	2	2	-2.4	-2	2	-6
COc1ccc(-n2c(C)cc(C)c(C(C)=O)c2=S)cc1	8	4	7	1	-2	18	0.7	-4	2	-2
NC(=O)COc1ccc(-n2cnnn2)cc1	2	4	2	-1	1	-2	-0.6	5	9	-24
CC(C)(C)C(=O)N1N=C(c2ccc(NS(C)(=O)=O)cc2)CC1c1cccs1 (centres undefined)	-28	-9	-7	-8	-2	23	-2.0	4	-2	-4
CC1CCc2c(c3ccccc3n2C(=O)CCl)C1 (centres undefined)	-6	-27	5	0	-1	-2	-0.7	0	-2	-1
CCOc1ccc(C(=O)OCC(=O)N2CCCC2)cc1OCC	-4	3	5	1	0	-1	-0.7	0	-3	3
CCCCNC(=O)c1nc(C2CCN(S(=O)(=O)c3ccccc3C(F)(F)F)CC2)oc1-c1cccc(C(F)(F)F)c1	1	-1	-1	2	-2	-9	1.1	1	.	-3
O=C(Cn1nc(-c2ccccc2)ccc1=O)Nc1cccc(NC(=O)c2ccccn2)c1	-4	-5	7	-2	-3	9	-0.3	1	.	-6
CCn1cc(CNC(=O)/C=C/c2ccc([N+](=O)[O-])cc2)cn1	-7	-7	-12	0	2	9	-0.3	-2	1	0

Arranged by molecular weight (highest first): some entries from above
canonical_smiles	mABHD4 FP	NPR1 activator	ARFGAP1 inh	GC-B act	SMARCA2 act	ASAP1 GAP inh	PG9 binder	rCAG binder	HTRA1 inh	Rev-erbA mod
O=C(CSc1ncnc2c1nnn2-c1ccc(F)cc1)NCc1ccco1	-11	-2	-3	-8	0	-6	0.9	4	-7	-6
COc1ccc(-c2nc(-c3ccc(Br)o3)no2)cc1OC	-4	3	-2	-1	0	0	-2.1	3	-4	4
CC(=O)c1cccc(NC(=O)N2CCCC2C(=O)NCCC(C)C)c1 (centres undefined)	3	4	-6	-9	-1	-3	0.1	-4	2	-6
